CBFb-RUNX1 inh – CBF-beta/RUNX1 interaction disruption. AlphaScreen CBFb-His/RUNX1-biotin binding, biochemical. Potency, µM (doses to about 59.8 µM), for inactives: at the highest dose activity, negative = inhibition, most hits filed as inhibitors. 230,000 tested, under 10 active; also: % of control where 0% means no effect
Target sequence (Q01196 whole entry, looked up): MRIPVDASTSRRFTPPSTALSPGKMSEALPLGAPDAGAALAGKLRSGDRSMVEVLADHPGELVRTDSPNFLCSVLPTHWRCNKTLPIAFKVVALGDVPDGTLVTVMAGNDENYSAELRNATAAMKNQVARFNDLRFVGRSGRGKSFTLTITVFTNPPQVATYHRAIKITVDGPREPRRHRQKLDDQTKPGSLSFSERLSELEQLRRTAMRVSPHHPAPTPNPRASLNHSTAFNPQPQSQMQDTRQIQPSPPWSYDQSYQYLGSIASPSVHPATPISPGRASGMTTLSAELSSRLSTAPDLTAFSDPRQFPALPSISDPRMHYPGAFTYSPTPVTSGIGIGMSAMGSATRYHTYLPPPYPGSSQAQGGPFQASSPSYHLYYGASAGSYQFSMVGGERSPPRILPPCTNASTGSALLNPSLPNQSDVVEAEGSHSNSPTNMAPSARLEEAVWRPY
Target sequence (Q13951 whole entry, looked up): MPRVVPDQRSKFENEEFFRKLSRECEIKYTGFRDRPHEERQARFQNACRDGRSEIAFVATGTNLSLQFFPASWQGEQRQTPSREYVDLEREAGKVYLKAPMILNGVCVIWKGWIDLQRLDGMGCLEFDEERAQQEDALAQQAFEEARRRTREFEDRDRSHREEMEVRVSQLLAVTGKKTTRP
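Compounds were screened at multiple concentrations against a preformed CBF-beta(His)/RUNX1(biotin) complex (30 nM of each) for 15 min at room temperature, followed by 90 min with nickel and streptavidin beads and AlphaScreen reading.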
HTT aggregate – inhibitors of mutant huntingtin aggregate formation in PC12 cells; PC12 HttQ103-GFP aggregates, Acumen cytometry, 40 h; Potency, µM (series often up to 46.1 µM), for the others: top-dose activity change, negative = inhibition, usual class: inhibitors; 220,000 tested, 1.1% active; AID 1688; also: potency is read from the fitted curve at half-maximal effect; % is scaled to controls: 0 for no effect and ±100 for the full control effect; nearly all actives have a fitted effect of over 60% in size
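Steps: seed 1500 PC12 HTTQ103-GFP cells/well; add tebufenozide, 100 nM final; add compound titration; add ATPLite reagent; quantify GFP aggregates by laser scanning cytometry.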
NPSR antag – antagonists of human neuropeptide S receptor cAMP signaling; CHO-NPSR cells, cAMP TR-FRET, antagonist mode; Potency, µM (top dose mostly 38.3 µM), for the others: top-dose activity change, negative = inhibition, actives largely listed as inhibitors; Q6W5P4; 220,000 tested, 1% active; AID 1461; also: potency is read from the fitted curve at half-maximal effect; % is scaled to controls: 0 for no effect and ±100 for the full control effect; nearly all actives have a fitted effect of over 50% in size; many of its hits are not listed in these tables
Target sequence (Q6W5P4 whole entry, looked up): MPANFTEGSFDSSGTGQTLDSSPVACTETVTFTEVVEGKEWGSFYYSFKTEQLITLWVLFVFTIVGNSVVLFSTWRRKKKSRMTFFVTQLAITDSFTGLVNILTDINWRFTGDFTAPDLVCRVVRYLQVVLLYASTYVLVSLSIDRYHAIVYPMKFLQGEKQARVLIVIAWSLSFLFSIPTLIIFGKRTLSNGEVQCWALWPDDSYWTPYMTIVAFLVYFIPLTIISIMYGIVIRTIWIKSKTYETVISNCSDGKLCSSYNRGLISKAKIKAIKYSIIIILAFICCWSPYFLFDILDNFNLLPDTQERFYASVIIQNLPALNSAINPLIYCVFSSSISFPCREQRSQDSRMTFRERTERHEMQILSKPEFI
KinaseGlo FLuc – blocks Kinase-Glo luciferase, a counter-screen artifact; Q27757; Potency, µM (top dose mostly 38.3 µM), for the others: at the highest dose activity change, negative = inhibition, actives largely listed as inhibitors; Kinase-Glo luciferase, ATP luminescence, 8 min; 200,000 tested, 0.28% active; also: potency is read from the fitted curve at half-maximal effect; % is scaled to controls: 0 for no effect and ±100 for the full control effect; nearly all actives have a fitted effect of over 60% in size
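Compound is pinned into ATP-containing buffer (10 uM ATP, imidazole pH 7.2, 7 mM MgCl2). Kinase-Glo luciferase reagent is then added. Light output is recorded following an 8-min room-temperature incubation.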
IMPase Li inh – IMPase inhibition in cells with lithium potentiation; CHO-M1 cells, IP1 TR-FRET (IP-One), carbachol + lithium; Potency, µM (doses to about 59.4 µM), for inactives: at the top dose activity, negative = IMPase inhibition, actives largely listed as inhibitors; 210,000 tested, 0.35% active;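 also: IP1 builds up when IMPase is blocked and the TR-FRET signal falls; potency is read from the fitted curve at half-maximal effect; plate controls were basal vehicle for no effect and high inhibitor control for full effect; nearly all actives have a fitted effect of over 50% in size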
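CHO cells stably expressing M1 receptor (2000/well, cultured 16–30 h) treated 30 min at 37C with compound plus low lithium. Cytosolic IP1 by TR-FRET (665/620 ratio and 620 channel) after 10 min lysis; AC50 by Hill fit.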
Epigenetic derep – regulators of epigenetic silencing causing reporter derepression in mouse cells; Potency, µM (series often up to 53.9 µM), inactives show top-dose GFP activation, most hits filed as activators; 280,000 tested, 0.2% active; murine LDR cells, GFP reporter derepression, 30 h; also: potency is read from the fitted curve at half-maximal effect; % of control where 0% means no effect; nearly all actives have a fitted effect of over 60% in size
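Murine LDR cells bearing a silenced CMV-driven GFP reporter were exposed to compound for 30 h at 37 C. After PBS washes, GFP-positive cells (20-120 um objects) counted by laser-scanning microplate cytometry.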
LMNA splice mod – LMNA splicing modulation | HeLa LMNA splicing GFP/RFP minigene ratio, 48 h | AID 1487 | Potency, µM (titrated, usually from 46.1 µM), inactives show at the top dose ratio change, negative = inhibition, hits mostly inhibitors | 200,000 tested, 0.01% active; active = well fitted inhibition curve with a large enough effect in the signal ratio, with a control signal flat, not every such curve was filed as active; inconclusive = small, poorly fitted or top-dose-only effect, or effect the other way, or a change in a side signal; the % refers to the signal ratio; also: potency is read from the fitted curve at half-maximal effect; % is scaled to controls: 0 for no effect and ±100 for the full control effect
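S3 HeLa stable clones carrying a lamin A-EGFP splicing minigene plus DsRed2 were seeded at 600 cells/well in Opti-MEM with 2% FBS, pin-dosed and incubated 48 h at 37°C. Acumen cytometry (488 nm) gave the GFP/RFP total-intensity ratio.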
Active calls of the source: *; [ ] = dose if it differs, or a comment. Unless noted, calls follow the shape of the dose curve; as a rule, active = well fitted curve in the direction sought with a large enough effect; inconclusive = small, poorly fitted or top-dose-only effect, or another doubt; inactive = no such curve, though single readings can be large; an effect the other way counts as inactive or inconclusive.

Screening COc1cccc(CNC(=O)CCC2CCCN(C(=O)CCC(F)(F)F)C2)c1 (stereo not drawn) returned CBFb-RUNX1 inh 8%, HTT aggregate -12%[9.22 µM], NPSR antag -2%, KinaseGlo FLuc 5%, IMPase Li inh 8%, Epigenetic derep -4.3% and LMNA splice mod 3%[46 µM].
For COC(=O)c1cc(NC(C)=O)ccc1N1CCOCC1 the results were CBFb-RUNX1 inh 1%, HTT aggregate 22%[9.22 µM], NPSR antag 18%, KinaseGlo FLuc 0%, IMPase Li inh -4% and Epigenetic derep -0.2%.
Screening COc1cc(CNCc2cccs2)ccc1OCC(N)=O returned CBFb-RUNX1 inh -2%, HTT aggregate -7%, NPSR antag -4%[46.1 µM], KinaseGlo FLuc -1%, IMPase Li inh -15%[38.3 µM], Epigenetic derep -1.3% and LMNA splice mod 3%.
For Cn1cnc2cc(NCc3cccs3)ccc21 the results were CBFb-RUNX1 inh 5%, HTT aggregate -11%, NPSR antag 8%, KinaseGlo FLuc 2%, IMPase Li inh 1%, Epigenetic derep 0.0% and LMNA splice mod 0%[46 µM].
O=C(NCc1ccco1)c1ccc(Cn2c(=O)c3sccc3n(Cc3cccc(F)c3)c2=O)cc1 was read as CBFb-RUNX1 inh -4%, HTT aggregate 3%, NPSR antag -27%[46.1 µM], KinaseGlo FLuc 0%, IMPase Li inh 1%[38.3 µM], Epigenetic derep inconclusive and LMNA splice mod 1%.
CCC/C(O)=C1\C(=O)CC(C)(C)CC1=Nc1ccccc1O was read as CBFb-RUNX1 inh 6%, HTT aggregate 16%[9.22 µM], NPSR antag 32%, KinaseGlo FLuc -5%, IMPase Li inh 11%, Epigenetic derep -2.6% and LMNA splice mod inconclusive.
Screening CC(C)OP(=O)(c1ccc(N(C)C)cc1)C(Nc1ccccc1)c1ccccc1 (stereo not drawn) returned CBFb-RUNX1 inh -12%, HTT aggregate -4%[9.22 µM], NPSR antag inconclusive and Epigenetic derep 1.5%.
Cc1cc(C(=O)CSc2nc3ccccc3[nH]2)c(C)n1Cc1ccco1 was read as CBFb-RUNX1 inh -5%, HTT aggregate -23%, NPSR antag 12%, KinaseGlo FLuc -1%, IMPase Li inh 6%, Epigenetic derep -1.3% and LMNA splice mod inconclusive.
COC(=O)c1ccccc1NC(=O)CSc1nncn1C was read as CBFb-RUNX1 inh -5%, HTT aggregate -2%, NPSR antag 0%, KinaseGlo FLuc -1%, IMPase Li inh 10%, Epigenetic derep 1.1% and LMNA splice mod 23%[46 µM].
Screening CC(C)Oc1ccc(C(=O)O)cc1 returned CBFb-RUNX1 inh 1%, HTT aggregate 0%[9.22 µM], NPSR antag -16% and Epigenetic derep 3.2%.
Screening CCCn1c(N)c(C(=O)CSc2nnc(C3CC3)n2Cc2ccccc2)c(=O)[nH]c1=O returned CBFb-RUNX1 inh 0%, HTT aggregate 13%, NPSR antag -6%[46.1 µM], KinaseGlo FLuc -5%, IMPase Li inh 8%[38.3 µM], Epigenetic derep -0.2% and LMNA splice mod 6%.
For COc1ccc(-n2c(Cc3cccn3C)nnc2SCC(=O)Nc2ccc(C)c(Cl)c2)cc1 the results were CBFb-RUNX1 inh -1%, HTT aggregate inconclusive, NPSR antag inconclusive, KinaseGlo FLuc -1%, IMPase Li inh 1%, Epigenetic derep 5.9% and LMNA splice mod -20%.
COc1cc(CNc2ccc3[nH]c(=O)[nH]c3c2)ccc1OCC(=O)NC(C)(C)C was read as CBFb-RUNX1 inh -10%, HTT aggregate -5%, NPSR antag inconclusive, KinaseGlo FLuc -6%, IMPase Li inh 31%[38.3 µM], Epigenetic derep 4.7% and LMNA splice mod 13%.
COc1ccccc1N1CCN(CC(=O)Nc2cc(F)ccc2C)CC1 was read as CBFb-RUNX1 inh -1%, HTT aggregate -18%, NPSR antag -15%[46.1 µM], KinaseGlo FLuc -2%, IMPase Li inh 20%[38.3 µM], Epigenetic derep -0.7% and LMNA splice mod -6%.
O=C(COC(=O)CNC(=O)c1ccc(Cl)cc1Cl)Nc1ccc(N2CCOCC2)cc1 was read as CBFb-RUNX1 inh -14%, HTT aggregate -3%, NPSR antag 9%, KinaseGlo FLuc -3%, IMPase Li inh -7% and Epigenetic derep -1.6%.

3 compounds already listed, ordered by SMILES length, lowest first.
Screening CC(C)OP(=O)(c1ccc(N(C)C)cc1)C(Nc1ccccc1)c1ccccc1 (stereo not drawn) returned CBFb-RUNX1 inh -12%, HTT aggregate -4%[9.22 µM], NPSR antag inconclusive and Epigenetic derep 1.5%.
COc1cc(CNc2ccc3[nH]c(=O)[nH]c3c2)ccc1OCC(=O)NC(C)(C)C was read as CBFb-RUNX1 inh -10%, HTT aggregate -5%, NPSR antag inconclusive, KinaseGlo FLuc -6%, IMPase Li inh 31%[38.3 µM], Epigenetic derep 4.7% and LMNA splice mod 13%.
O=C(NCc1ccco1)c1ccc(Cn2c(=O)c3sccc3n(Cc3cccc(F)c3)c2=O)cc1 was read as CBFb-RUNX1 inh -4%, HTT aggregate 3%, NPSR antag -27%[46.1 µM], KinaseGlo FLuc 0%, IMPase Li inh 1%[38.3 µM], Epigenetic derep inconclusive and LMNA splice mod 1%.

(further entries)
Screening Nc1c(-c2ccccc2)c(CSc2nc3ccccc3[nH]2)nn1-c1ccc(C(=O)O)cc1 returned CBFb-RUNX1 inh -8%, HTT aggregate -8%, NPSR antag 6%[46.1 µM], Epigenetic derep 0.1% and LMNA splice mod -10%.
Cc1nn(-c2ccccc2)c2nc(-c3ccncc3)cc(C(=O)NCc3ccco3)c12 was read as CBFb-RUNX1 inh -1%, HTT aggregate -28%, NPSR antag -23%[46.1 µM], KinaseGlo FLuc 2%, IMPase Li inh 14%[38.3 µM], Epigenetic derep 0.0% and LMNA splice mod -2%.
COc1cccc(NC(=O)C2C3C=CC4(O3)C2C(=O)N(C2CC2)C4C(=O)NC2CCCCC2C)c1 (stereo not drawn) was read as CBFb-RUNX1 inh 4%, HTT aggregate -2%, NPSR antag -6%[46.1 µM], KinaseGlo FLuc -4%, IMPase Li inh -4%[38.3 µM], Epigenetic derep -0.9% and LMNA splice mod -10%.
O=C(NCc1ccccc1)c1ccc(C2SCC(=O)N2Cc2ccccc2)cc1 (stereo not drawn) was read as CBFb-RUNX1 inh -14%, HTT aggregate -2%, NPSR antag inconclusive, KinaseGlo FLuc -9%, IMPase Li inh 4%, Epigenetic derep 0.0% and LMNA splice mod inconclusive.
Cc1occc1C(=O)Nc1ccc2c(c1)OCO2 was read as CBFb-RUNX1 inh 1%, HTT aggregate 0%, NPSR antag -1%[46.1 µM], KinaseGlo FLuc inconclusive, IMPase Li inh 15%[38.3 µM], Epigenetic derep -2.1% and LMNA splice mod -12%.
For COc1cc(OC)cc(-c2nnc(SCC(=O)N(C(C)C)C(C)C)o2)c1 the results were CBFb-RUNX1 inh 2%, HTT aggregate 12%[9.22 µM], NPSR antag inconclusive, KinaseGlo FLuc 2%, IMPase Li inh inconclusive, Epigenetic derep -4.0% and LMNA splice mod 2%.
Screening CN(C)c1cc[n+](CC(=O)c2ccc(OC(F)F)cc2)cc1 returned CBFb-RUNX1 inh 4%, HTT aggregate -8%[9.22 µM], NPSR antag 21% and Epigenetic derep -2.1%.
`COC(=O)c1ccc(NC(=O)COc2ccccc2OC)cc1` gave CBFb-RUNX1 inh 6%, HTT aggregate -5%, NPSR antag 0%[46.1 µM], KinaseGlo FLuc -1%, IMPase Li inh 0%[38.3 µM], Epigenetic derep 0.0% and LMNA splice mod -1%.
Screening Cc1cc(C)cc(OCC(=O)Nc2cc(C)on2)c1 returned CBFb-RUNX1 inh 3%, HTT aggregate 2%[9.22 µM], NPSR antag -17%, KinaseGlo FLuc 3%, IMPase Li inh 4%, Epigenetic derep 0.0% and LMNA splice mod 10%[46 µM].
For Cc1ccc(C(=O)Nc2cccc(-c3cn4ccccc4n3)c2)cc1 the results were CBFb-RUNX1 inh 7%, HTT aggregate -1%, NPSR antag -14%, KinaseGlo FLuc -2%, IMPase Li inh 7% and Epigenetic derep -6.2%.
For O=C(O)c1nc2nc(Cl)c(Cl)nc2[nH]1 the results were CBFb-RUNX1 inh 15%, HTT aggregate -8%[9.22 µM], NPSR antag 14%, KinaseGlo FLuc 1%[7.66 µM], IMPase Li inh -11% and Epigenetic derep -1.1%.
For CCCCCCCCCCCC(=O)NC1CCS(=O)(=O)C1 (stereo not drawn) the results were CBFb-RUNX1 inh 3%, HTT aggregate 34%[9.22 µM], NPSR antag 14%, KinaseGlo FLuc 3%, IMPase Li inh 3%, Epigenetic derep 7.9% and LMNA splice mod inconclusive.
For Clc1ccc(COn2c(-c3ccccc3)nc3ccccc32)cc1 the results were CBFb-RUNX1 inh 12%, HTT aggregate -17%, NPSR antag -21%[46.1 µM], KinaseGlo FLuc 2%, IMPase Li inh 19%[38.3 µM], Epigenetic derep -0.4% and LMNA splice mod -2%.
Screening CCCCC(c1nnnn1Cc1ccco1)N1CCN(c2nc3ccccc3s2)CC1 (stereo not drawn) returned CBFb-RUNX1 inh -1%, HTT aggregate inconclusive, NPSR antag -12%[7.67 µM], KinaseGlo FLuc -2%, IMPase Li inh 11%[38.3 µM], Epigenetic derep -0.6% and LMNA splice mod inconclusive.
Screening COc1ccc(CCNc2oc(Cc3ccccc3)nc2C#N)cc1OC returned CBFb-RUNX1 inh -6%, HTT aggregate -29%, NPSR antag -17%[46.1 µM], KinaseGlo FLuc 0%, IMPase Li inh 25%[38.3 µM], Epigenetic derep 1.0% and LMNA splice mod inconclusive.
CC(C)C[C@@H](CC(=O)N[C@H](CC(=O)N[C@@H]1CCNC[C@H]1C(=O)N[C@H](CC(=O)N[C@@H](CCC(=O)O)CC(=O)O)Cc1ccccc1)C(C)C)NC(=O)[C@@H]1CCCC[C@H]1N was read as CBFb-RUNX1 inh 1%, KinaseGlo FLuc -5%, IMPase Li inh 4% and Epigenetic derep -1.1%.
`O=C(NCCN1CCOCC1)c1cc2cc([N+](=O)[O-])ccc2s1` gave CBFb-RUNX1 inh 1%, HTT aggregate 8%[9.22 µM], NPSR antag 13%, KinaseGlo FLuc -1%, IMPase Li inh 0%, Epigenetic derep -1.9%[10.1 µM] and LMNA splice mod inconclusive.
Screening Cc1cc(F)c(F)c(C(=O)N2CCOCC2)c1 returned CBFb-RUNX1 inh 0%, HTT aggregate 4%, NPSR antag -1%[46.1 µM], KinaseGlo FLuc 0%, IMPase Li inh 5%, Epigenetic derep -1.0% and LMNA splice mod -13%.
CCCCC(=O)Nc1sc2c(c1C(N)=O)CCC2 was read as CBFb-RUNX1 inh 4%, HTT aggregate -18%, NPSR antag -5%[46.1 µM], KinaseGlo FLuc -3%, IMPase Li inh 0%, Epigenetic derep 0.0% and LMNA splice mod -16%.

Screens: PubChem BioAssay, National Center for Advancing Translational Sciences (NCATS)

Some of the compounds tested; rates above refer to the full screens.
